IMPase Li inh = membrane-permeable IMPase blocker, potentiated with lithium; CHO-M1 cells, IP1 TR-FRET (IP-One), carbachol + lithium; Potency, µM (highest dose often 59.4 µM), for inactives: at the highest dose activity, negative = IMPase inhibition, usual class: inhibitors; hit rate 0.35% among 210,000;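 also: IP1 builds up when IMPase is blocked and the TR-FRET signal falls; plate controls were basal vehicle for no effect and high inhibitor control for full effect; nearly all actives have a fitted effect of over 50% in size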
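Lithium-sensitised IP1 accumulation assay; M1-expressing CHO cells treated 30 min at 37C with compound. Competitive antibody detection by time-resolved FRET followed a 10 min room-temperature lysis step.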
Epigenetic derep = epigenetic control regulation, reporter derepression; murine LDR cells, GFP reporter derepression, 30 h; Potency, µM (top dose mostly 53.9 µM), for inactives: at the highest dose GFP activation, hits mostly activators; hit rate 0.2% among 280,000; AID 1865; also: % of control where 0% means no effect; nearly all actives have a fitted effect of over 60% in size
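Murine LDR cells carrying a silenced, genomically integrated CMV-driven GFP reporter were exposed to compound for 30 hours at 37 C. After PBS washes, GFP-positive cells (20–120 um objects) were counted by laser-scanning microplate cytometry.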
RGS12 GoLoco inh = blocks human Gai1 binding to RGS12 GoLoco peptide, red readout; Potency, µM (highest dose often 61.6 µM), for inactives: at the top dose activity, negative = inhibition, hits mostly inhibitors; P63096; hit rate 0.44% among 230,000; Gai1:RGS12 GoLoco peptide FP, rhodamine, 10 min; active = well fitted inhibition curve with a large enough effect, not every such curve was filed as active; inactive = no such curve, though single readings can be large or run the other way; also: % is scaled to controls: 0 for no effect and ±100 for the full control effect; nearly all actives have a fitted effect of over 30% in size; many of its hits are not listed in these tables
Target sequence (P63096 whole entry, looked up): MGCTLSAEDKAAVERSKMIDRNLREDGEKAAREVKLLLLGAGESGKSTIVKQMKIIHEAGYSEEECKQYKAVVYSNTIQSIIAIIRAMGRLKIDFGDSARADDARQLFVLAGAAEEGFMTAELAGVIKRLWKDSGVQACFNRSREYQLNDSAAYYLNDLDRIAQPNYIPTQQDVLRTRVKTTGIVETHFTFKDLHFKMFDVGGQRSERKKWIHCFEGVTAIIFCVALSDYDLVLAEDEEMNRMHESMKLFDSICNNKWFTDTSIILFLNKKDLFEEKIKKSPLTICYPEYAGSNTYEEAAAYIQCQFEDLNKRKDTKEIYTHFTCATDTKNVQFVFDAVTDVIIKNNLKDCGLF
SMN2 splice enh = SMN2 splice variant enhancement. HEK293 SMN2-luciferase splicing reporter, luminescence, 30-36 h. Potency, µM (doses to about 46.1 µM), for inactives: at the highest dose activity change, positive = activation, actives largely listed as activators. hit rate 2.8% among 210,000; also: % of control where 0% means no effect; nearly all actives have a fitted effect of over 55% in size
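HEK293 cells carry an SMN2 minigene-luciferase reporter in which exon 7 inclusion puts luciferase in frame. Cells were seeded at 2000 cells/well, attached for 10-12 hours, then exposed to compounds for 30-36 hours at 37C before ONE-Glo luminescence.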
RECQ1 helicase = RECQ1 (human) helicase inhibition. Potency, µM (top dose mostly 57.3 µM), inactives show at the highest dose activity, negative = inhibition, usual class: inhibitors. hit rate 0.54% among 240,000. RECQ1 DNA unwinding, red fluorescence kinetic read. P46063. AID 2549;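 also: plate controls were vehicle for no effect and no enzyme for full effect; nearly all actives have a fitted effect of over 30% in size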
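50 nM RECQ1T1 preincubated 15 min with compound in Tris pH 8.0 buffer with MgCl2, DTT, Tween-20 and 2.5 ug/ml poly(dI-dC); started with 200 nM TAMRA/BHQ-2 forked duplex and 2 mM ATP. Unwinding read as fluorescence (525/598 nm), two reads 2 h apart.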
KinaseGlo FLuc = blocks Kinase-Glo luciferase, a counter-screen artifact; Q27757; Kinase-Glo luciferase, ATP luminescence, 8 min; Potency, µM (series often up to 38.3 µM), for the others: top-dose activity change, negative = inhibition, most hits filed as inhibitors; hit rate 0.28% among 200,000; AID 1379; also: % is scaled to controls: 0 for no effect and ±100 for the full control effect; nearly all actives have a fitted effect of over 60% in size
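Compound is pinned into ATP-containing buffer (10 uM ATP, imidazole pH 7.2, 7 mM MgCl2). Kinase-Glo luciferase reagent is then added. Light output is recorded following an 8-min room-temperature incubation.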
KDM4E inh = inhibitors of human JMJD2E histone demethylase; B2RXH2; Potency, µM (titrated, usually from 57.1 µM), for the others: at the highest dose activity change, negative = inhibition, usual class: inhibitors; hit rate 1.6% among 230,000; AID 2147; JMJD2E catalytic domain, FDH-coupled NADH fluorescence (FDH is formaldehyde dehydrogenase); active = well fitted inhibition curve with a large enough effect, not every such curve was filed as active; inconclusive = small, poorly fitted or top-dose-only effect, or another doubt; inactive = no such curve, though single readings can be large or run the other way;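 also: 0% = wells with enzyme and -100% = buffer wells without enzyme; nearly all actives have a fitted effect of over 50% in size; many of its hits are not listed in these tables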
Target sequence (B2RXH2 1-337 limits assumed): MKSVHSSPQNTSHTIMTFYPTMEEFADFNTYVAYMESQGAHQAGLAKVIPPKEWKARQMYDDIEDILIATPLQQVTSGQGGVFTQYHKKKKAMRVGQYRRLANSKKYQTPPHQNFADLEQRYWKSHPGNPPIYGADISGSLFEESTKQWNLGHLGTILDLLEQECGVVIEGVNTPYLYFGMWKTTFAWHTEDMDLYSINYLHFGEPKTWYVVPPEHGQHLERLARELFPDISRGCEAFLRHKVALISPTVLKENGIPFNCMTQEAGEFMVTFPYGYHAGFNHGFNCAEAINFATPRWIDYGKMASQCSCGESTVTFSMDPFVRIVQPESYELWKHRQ
NPSR antagonist = neuropeptide S receptor (human) antagonism, cAMP | Potency, µM (doses to about 38.3 µM), inactives show top-dose activity change, negative = inhibition, usual class: inhibitors | CHO-NPSR cells, cAMP TR-FRET, antagonist mode | Q6W5P4 | hit rate 1% among 220,000; also: % is scaled to controls: 0 for no effect and ±100 for the full control effect; nearly all actives have a fitted effect of over 50% in size; many of its hits are not listed in these tables
Target sequence (Q6W5P4 whole entry, looked up): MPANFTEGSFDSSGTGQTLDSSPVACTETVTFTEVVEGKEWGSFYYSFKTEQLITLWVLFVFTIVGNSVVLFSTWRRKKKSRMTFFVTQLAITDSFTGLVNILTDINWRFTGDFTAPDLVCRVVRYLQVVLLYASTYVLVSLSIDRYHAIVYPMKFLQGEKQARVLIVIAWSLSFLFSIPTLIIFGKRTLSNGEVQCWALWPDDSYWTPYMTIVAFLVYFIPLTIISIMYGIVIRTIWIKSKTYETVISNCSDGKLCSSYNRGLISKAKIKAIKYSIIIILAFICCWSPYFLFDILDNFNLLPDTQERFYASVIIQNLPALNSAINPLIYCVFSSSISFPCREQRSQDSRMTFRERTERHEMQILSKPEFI
Active calls of the source: *; i = inactive; ? = inconclusive; / = not tested or not shown; & = joins results of further samples; [ ] = dose if it differs, or a comment. Unless noted, calls follow the shape of the dose curve; as a rule, active = well fitted curve in the direction sought with a large enough effect; inconclusive = small, poorly fitted or top-dose-only effect, or another doubt; inactive = no such curve, though single readings can be large; an effect the other way counts as inactive or inconclusive. Potency is read from the fitted curve at half-maximal effect. Not all compounds are listed; count on the stated rates, not on these rows.

SMILES | IMPase Li inh | Epigenetic derep | RGS12 GoLoco inh | SMN2 splice enh | RECQ1 helicase | KinaseGlo FLuc | KDM4E inh | NPSR antagonist
Cc1nn(CC(=O)NCc2ccc(-n3cccn3)cc2)c(C)c1[N+](=O)[O-] | -23% | -9.5% | 8% | 0% | 0% | 9% | 0% | -16%
CC1(OC(=O)c2cnc3ccccc3n2)C(=O)C=C2C=C(c3ccc(C#N)cc3)OC=C2C1=O (stereo not given) | 14%&16% | 2.3%&-0.3% | 8%&0% | 1%&7% | 1% | -1%&-2% | 6%&-1% | /
Nc1ccc(NS(=O)(=O)c2ccccc2)cc1 | 9% | -2.1% | 1% | -4% | i | 2% | 3% | 6%
CCC1ON(c2ccccc2)C2c3nc4ccccc4n3CC12 (stereo not given) | / | 3.1% | 7% | / | i | / | 1% | 22%
Cc1occc1C(=O)NNC(=O)NC12CC3CC(CC(C3)C1)C2 | 1%[38.3 µM] | 0.4% | -12% | 14% | 5% | -3% | 2% | -12%[46.1 µM]
Cc1nc(C)c(C(=O)NNC(=O)c2ccc(Br)cc2)s1 | -7% | 0.0% | -7% | -17% | -2% | -4% | -6% | 4%[46.1 µM]
CC1(C)SC(=S)N(/N=C/c2cccnc2)C1N(O)C(=O)NC1CCCCC1 (stereo not given) | / | -0.3% | -7% | / | -8% | / | 3% | 0%
Cn1c2ccccc2c2c(C(=O)NCc3ccco3)cn(C3CCCCC3)c(=O)c21 | 34%[activator][38.3 µM] | 11% | -3% | 1% | -1% | 1% | ? | -30%[46.1 µM]
COc1cccc(-c2cc(C(=O)Nn3cnnc3)c3ccccc3n2)c1 | 11%[38.3 µM] | 2.0% | -6% | -1% | -1% | -15% | -22% | -4%[46.1 µM]
CNc1ccc(O)cc1 | 49%[activator] | / | 5.6µM* | 8% | 32µM* | / | / | /
CCO[C@@H]1OC(C(=O)NC2CC2)=C[C@H](c2ccc3c(c2)OCO3)[C@H]1CCCO | -4% | 3.0% | 5% | / | 2% | / | 3% | 19%
CC1(Br)C2CCCC1C2S(=O)(=O)c1ccccc1 (stereo not given) | 8% | 1.0% | 0% | 13% | -7% | 5% | -7% | 17%
O=C(O)C1CCN(S(=O)(=O)c2cccnc2)CC1 | 0%[38.3 µM] | 5.8% | -5% | -1% | -9% | 0% | ? | 2%[46.1 µM]
O=S(=O)(Nc1cccnc1)c1ccc(Cl)cc1 | 26%[38.3 µM] | -0.9% | -3% | -14% | i | -3% | 0% | 4%[46.1 µM]
O=C(O)c1[nH]c2ccccc2c1C=NCc1ccccc1Cl | 11% | -3.3% | 11% | 2% | 3% | -2% | ? | 2%
CC(=O)c1ccc(N2CCN(C(=O)C3CCCN(S(=O)(=O)c4c(C)[nH]c(=O)[nH]c4=O)C3)CC2)cc1 (stereo not given) | -8% | 1.2% | 7% | 9% | -1% | -1% | -9% | 9%
O=C(CCCOc1ccccc1)Nc1nc2ccccc2[nH]1 | -12% | 1.1% | 3% | / | -1% | -1% | -3% | -2%
Nc1nc(NCCCN2CCOCC2)nc(Nc2ccccc2)c1[N+](=O)[O-] | 7% | -1.0% | 2% | 12% | 7% | 5% | -1% | 15%
O=C(O)c1cc2ccc3ccccc3c2[nH]1 | -10%[38.3 µM] | 0.8% | 47%[activator] | -1% | 0% | 4% | -12% | 1%[46.1 µM]
Fc1cccc2sc(Nc3nnc(-c4ccccc4)o3)nc12 | -4% | -1.2% | 4% | 3.2µM* | -7% | 4% | ? | ?
CCC(C)c1ccccc1OCCOCCN1CCCC1 (stereo not given) | 18% | 0.9% | -35% | 11% | -3% | -1% | 10% | -1%
O=C(C1CCCN(Cc2nc(-c3cccs3)no2)C1)N1CCOCC1 (stereo not given) | 0% | 0.0% | 10% | / | -5% | 0% | 8% | -7%
O=C(O)c1ccc(/C=C/c2ccc3cccc(O)c3n2)cc1 | -4% | 0.0% | 6% | 22µM* | i | -13% | 8.9µM* | -51%
CC(=O)Nc1nc(CC(C)C)cc(-c2ccco2)c1C#N | -9%[38.3 µM] | 0.7% | 2.8µM* | -3% | i | 10% | ? | -6%[46.1 µM]
O=C(NNc1ccccc1C(F)(F)F)c1cccs1 | / | 0.5% | -14% | / | -2% | / | -26% | -25%
CCSc1nnc(NC(=O)C2Cc3ccccc3CN2S(=O)(=O)CC)s1 (stereo not given) | 0% | 1.1% | 9% | -18% | -17% | -1% | 6% | 9%
CSCC[C@H](NC(=O)CCCn1nnc2ccccc2c1=O)C(=O)O | / | 0.0% | 2% | / | -5% | / | 1% | -8%
O=C(COc1ccc2ccccc2c1Br)NC(=S)Nc1cccc(CO)c1 | -18% | 0.2% | 4% | ? | -4% | 9% | 0% | -23%
O=C(N/N=C/c1cn(-c2ccccc2)nc1-c1cc2ccccc2o1)c1c[nH]c2ccccc12 | -2% | -2.2% | 24% | 4µM* | i | -1% | 5% | -33%
COC(=O)Cn1cc(C(=O)OC)c2ccccc21 | 28%[38.3 µM] | 0.9% | -90% | 2% | -3% | -2% | -3% | -3%[46.1 µM]
O=C(CC1Oc2ccccc2NC1=O)NCc1ccc(Cl)cc1 (stereo not given) | -5%[38.3 µM] | -1.1% | 3% | -8% | -10% | 16% | -8% | 6%[46.1 µM]
O=S(=O)(NCc1cc(-c2ccc(Cl)cc2)no1)c1ccccc1 | -2%[38.3 µM] | 0.4% | -2% | -5% | i | -6% | 3% | -12%[46.1 µM]
Cc1cc(=O)c(C(=O)O)nn1-c1ccc(Cl)cc1 | / | -2.6% | -2% | / | -14% | / | -17% | 6%
Cc1nn(Cc2ccc(C(=O)Nc3nc4c(C)cccc4s3)o2)c(C)c1Br | 11%[38.3 µM] | 4.2% | 5% | -25% | -6% | -1% | / | ?
Cc1c(F)cccc1NS(=O)(=O)c1ccc(OCCNS(C)(=O)=O)cc1 | 15% | -1.3% | 8% | / | i | / | ? | -14%
O=c1nc2n(c3c4c(sc13)CCC4)CCC2 | 38%[38.3 µM] | -1.0% | 12% | 9% | -8% | -9% | 1% | -6%[46.1 µM]
Nc1nc2c3ccccc3nc(C3CC3)n2n1 | -3%[38.3 µM] | -2.1% | -9% | 16% | i | 3% | ? | 9%[46.1 µM]
CCn1c(=O)ccc2cc([N+](=O)[O-])ccc21 | -3% | -1.1% | 10% | 7% | i | -5% | -24% | 13%
C[C@H]1Cc2c(COc3ccccc3)nc3c(c2CO1)CN(C(=O)C1CCCCC1)CC3 | 7% | / | -4%[14.2 µM] | -19%[9.22 µM] | i[11.5 µM] | -1%[7.66 µM] | 2%[11.4 µM] | /
O=C(Nc1c(Cl)cc(Cl)cc1C(=O)NCc1cccnc1)c1ccc(Cl)cc1Cl | 3%[38.3 µM] | -2.0% | 1% | -5% | 0% | -2% | 3% | -2%[46.1 µM]
CC(C)(C)c1ccc(OCc2ccc(C(=O)N3CCOCC3)o2)cc1 | 10% | -4.3% | -3% | / | i | -1% | -16% | 25%
Brc1ccc(OCc2nnc3n2CCC3)cc1 | 3% | 1.0% | 0% | -2% | -3% | 5% | -1% | 17%
S=C(NCCN1CCOCC1)Nc1ccc(Cl)cc1 | -3% | 0.0% | -6% | ? | -1% | 2% | 9% | 15%
COC(=O)[C@@H](NC(=O)Nc1ccccc1F)C(C)C | / | -2.1% | / | / | i | / | 2% | 7%[46.1 µM]
Cc1ccc(CC(CC(=O)O)C(=O)NCc2ccccc2)cc1 (stereo not given) | -6% | 0.0% | 4% | -1% | 0% | -2% | 11% | 12%
Cc1ccc(C)c(S(=O)(=O)NC(CC(C)C)C(=O)O)c1 (stereo not given) | -6%[38.3 µM] | -1.4% | 2% | 0% | -2% | -2% | 4% | 0%[46.1 µM]
CCCc1cc(NC(=O)CCl)n(-c2ccccc2)n1 | 1% | 2.4% | -5% | 5% | i | -1% | 2% | -3%
Cn1ccnc1SCC(=O)N(C1CCCCC1)C1CCCCC1 | 37%[activator][38.3 µM] | 0.0% | 5% | -13% | -1% | 0% | 5% | -17%[46.1 µM]
Cc1ccc(CC(=O)Nc2nc3ccccc3s2)cc1 | 20%[38.3 µM] | 0.0% | -3% | 6% | -1% | -1% | -1% | -6%[46.1 µM]
COc1ccccc1-n1nnnc1S(=O)(=O)Cc1ccc(Cl)cc1 | 21%[38.3 µM] | -1.1% | 9% | 20% | -5% | -1% | -6% | -29%[46.1 µM]
CC1=C(C(=O)Nc2cccc(F)c2)C(c2ccsc2)C2=C(CC(C)(C)CC2=O)N1 (stereo not given) | -4% | 0.0% | -6% | -1% | -7% | -1% | ? | -6%
O=C(Cn1cnc2sc(-c3ccccc3)cc2c1=O)NCc1ccco1 | 21%[38.3 µM] | 0.0% | 8% | 15% | 20µM* | 0% | ? | -7%[46.1 µM]
CCC(=O)Nc1ccc(C(=O)Nc2cccc(C)n2)cc1 | 0% | 0.0% | -3% | / | i | -16% | 7% | -11%
Cn1cc(CN(Cc2ccccc2)C[C@@H]2CCC(=O)N2)c(-c2ccccc2F)n1 | 8% | -0.2% | 12% | 7% | -1% | 3% | -2% | -19%
CCOc1cc(C)c(Cl)cc1S(=O)(=O)n1nnc2ccccc21 | 30%[38.3 µM] | -1.0% | 0% | 18µM* | -1% | 1% | 5% | ?
C/C(=N\NC(=O)c1cccc(S(=O)(=O)N2CCCCC2)c1)c1ccc(C)o1 | 3% | 3.2% | 6% | 3% | -11% | 11% | -4% | -3%
O=C(/C=C/Nc1ccccc1F)c1cccs1 | 0% | 1.0% | 8.9µM* | 2µM* | -13% | ? | -14% | 4%
O=C(O)CSc1nnc2c(n1)[nH]c1ccccc12 | 1% | 6.2% | 2% | 7% | -4% | -2% | -6% | 13%
COc1ccccc1-c1cc(C(=O)NN)[nH]n1 | / | 1.0% | 4% | / | i | / | -3% | 5%
CC1CCN(C(=O)C2(NC(=O)Nc3cccc(F)c3)CCCCC2)CC1 | 6% | 0.0% | 2% | -35%[inhibitor] | i | 1% | 1% | -15%[46.1 µM]

Screening results as filed in PubChem.
